Screening data: PubChem BioAssay, University of Kansas High Throughput Screening Laboratory
mHTT-CaM PPI inh – mHTT-calmodulin interaction abrogation; P42858; AlphaScreen His-mHTT/GST-CaM binding, luminescence; inhibition, % at 15 µM; actives 3.6% (n = 190,000); AID 1671202;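 note: 0% = both proteins with DMSO and 100% = one protein alone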
Pf apPOL inh – Pf-apPOL DNA polymerase inhibition; Recombinant Pf-apPOL, molecular beacon fluorescence, 1.5 h; inhibition, % at 10 µM; actives 0.25% (n = 210,000)
Numbers without * were called inactive; i = inactive; nt = not tested or not shown; & = joins results of further samples. Cut-off read from the data, not from the text of the source: active = inhibition above about 50%; inactive = the rest. The order is random; about 3.5% have a hit in one of these screens.

The line under a structure holds: mHTT-CaM PPI inh | Pf apPOL inh
- O=C(c1cccc(Cl)c1)N1CCN(c2ccccc2F)CC1
 : -6 | -8
- CCN(C)Cc1nc2scc(-c3ccc(C)cc3C)c2c(=O)[nH]1
 : 10 | -8
- CC(=O)c1ccc(NC(=O)COc2ccc(C)cc2C)cc1
 : -10 | -4
- O=C(Nc1ccccc1SC(F)F)NS(=O)(=O)c1ccccc1Cl
 : -1 | -3
- CN(C)c1cccc(C(=O)N2CCN(S(=O)(=O)C3CC3)CC2)c1
 : -10 | -2
- O=C(O)c1cc(-c2ccco2)nc2ccc(Br)cc12
 : 16 | -2
- Cc1ccccc1CC(=O)NC1CCCN(c2cc(N(C)C)ncn2)C1 (stereo unspecified)
 : 7 | -3
- COc1cccc(C2CC(c3cc(Br)ccc3F)n3nnnc3N2)c1 (stereo unspecified)
 : 4 | 7
- Cc1ccc(C(=O)N2CCc3ccccc3C2)cc1[N+](=O)[O-]
 : -3 | 0
- CC(=O)c1c(C(C)=O)c(C)n(CCc2c[nH]c3ccccc23)c1C
 : 5 | -13
- Cc1cccc(C(=O)N2CCCC(C(=O)Nc3ccc(C)cc3C)C2)c1 (stereo unspecified)
 : 31 | 1
- CCN(CC)CCNC(=O)C1CCN(Cc2ccc(Cl)cc2)CC1
 : 0 | 2
- CCC(=O)NCc1csc(C2CCN(C(=O)Cc3ccc(OC)cc3)CC2)n1
 : 0 | -4
- Cc1ccc(CNS(=O)(=O)c2cc(C(=O)Nc3cccc(Cl)c3)ccc2F)cc1
 : 14 | -7
- Cn1cccc1CN(C(=O)C(C)(C)Oc1ccc(Cl)cc1)C1CC1
 : 25 | 1
- Cc1ccc(C)c(S(=O)(=O)NCCC2CCN(C(=O)NC3CCCCC3)CC2)c1
 : 11 | -6
- Cc1c(C)n(C)c2ccc(C(=O)O)cc12
 : 2 | -1
- O=[N+]([O-])c1ccc(S(=O)(=O)N2CCN(c3ccc(F)cc3)CC2)cc1
 : -6 | -5
- Cc1cc(C2C(C#N)=C(N)N(c3cccc(C(F)(F)F)c3)C3=C2C(=O)CCC3)c(C)s1 (stereo unspecified)
 : 61* | -2
- COc1cc(C(=O)Nc2c3c(nn2-c2ccc([N+](=O)[O-])cc2)CSC3)cc(OC)c1OC
 : 13 | 6
- Cc1ccc(C(=O)N2CCc3nc(-c4ccccc4)ncc3C2)cc1
 : -10 | 3
- CCCn1cc2c3c(cccc31)CN(C(=O)c1ccc(F)cc1)CC2
 : 94* | 0
- Cc1ccc(-c2cc(C(=O)Nc3ncccn3)c3ccccc3n2)cc1C
 : 14 | -5
- Cc1ccc(C(=O)O/N=C(\N)c2cccnc2)cc1C
 : i | 2
- COc1ccc(NC(=O)Nc2nc3c(s2)CCCC3)cc1
 : -3 | -6
- COc1ccc(-c2ccc(=O)n(CCCC(=O)Nc3ccccc3C(N)=O)n2)cc1OC
 : -7 | -4
- CN(C)c1cccc2cccc(N(C)C)c12
 : nt | 1
- CC(C)[C@H]1COCCS(=O)(=O)N1Cc1ccccc1-c1cccc2c1sc1ccccc12
 : 30 | 0
- COc1cc2c(cc1OC)C(c1cc(OC)c(OC)c(OC)c1)N(C)CC2 (stereo unspecified)
 : -2 | -7
- O=C(c1sc2cc(Cl)ccc2c1Cl)N1CCN(c2ccc([N+](=O)[O-])cc2)CC1
 : 4 | 1
- CCCCCc1ccc(-c2cn(Cc3ccc4ccccc4c3)nn2)cc1
 : -1 | -1
- CCc1ccc(-n2cc(C(=O)OC)c3ccccc3c2=O)cc1
 : -7 | 2
- CCOc1ccc(N=CNc2ccc(OCC)cc2)cc1
 : 9 | -6
- O=C(Nc1c[nH]c(=O)[nH]c1=O)c1cccs1
 : 6 | -2
- COc1ccc(/C=C2\SC(=O)N(Cc3ccc(Cl)cc3)C2=O)c(OC)c1
 : 5 | 1
- O=C(NCCc1ccccc1)N1CCCN(c2ncccc2-c2nc(C3CC3)no2)CC1
 : 3 | -6
- Cc1cccc(-n2cc(C3CCN(C(=O)Cc4ccccc4F)CC3)cn2)c1
 : 5 | -5
- COc1cccc(C(=O)Nc2c3c(nn2C(C)(C)C)CS(=O)C3)c1 (stereo unspecified)
 : 2 | -1
- Cc1cccc(N2CCC(C(=O)NCc3cccnc3)C2=O)c1C (stereo unspecified)
 : 0 | 1
- CN(C)C(=O)Oc1cc(OCc2ccccc2)c2c(=O)cc(-c3ccccc3)oc2c1
 : 1 | -6
- CCN(CC)S(=O)(=O)c1ccc(-c2ccc(S(=O)(=O)N(CC)CC)s2)s1
 : nt | -3
- O=C(Nc1ccc2oc(-c3ccccc3)nc2c1)c1ccc(Cl)cc1
 : 0 | -1
- O=S(=O)(c1ccccc1)n1ccc2ccccc21
 : -41&-56 | 3
- CCOC(=O)N1CCN(CC(O)COC23CC4CC(CC(C4)C2)C3)CC1 (stereo unspecified)
 : 2 | 5
- O=C(Cc1c[nH]c2ccccc12)N(Cc1cccs1)C1(C(=O)NC2CCCCC2)CCCCC1
 : 1 | 0
- CC(C)=CCOc1ccc2c(c1)OC(=Cc1ccco1)C2=O
 : -6 | 4
- Cc1cccc(-c2noc(-c3cccnc3N3CCC(C(=O)NC(C)C)CC3)n2)c1
 : 0 | 2
- CCN1CCCn2nc(C3CCN(C(=O)c4ccc(NC(C)=O)cc4)CC3)cc2C1=O
 : -6 | -1
- Cc1nnn(C23CC4CC(CC(C4)C2)C3)n1
 : -3 | -6
- CC(C)COc1ccc(C(=O)NC(CC(=O)O)c2ccccc2)cc1 (stereo unspecified)
 : 5 | 6
- CCN1CCN(S(=O)(=O)c2ccc(Cl)c(C(F)(F)F)c2)CC1
 : -16 | 1
- CC(C)C(=O)NC(c1ccccc1)c1ccc2cccnc2c1O (stereo unspecified)
 : 100* | -8
- O=c1[nH]cnc2sc(-c3ccccc3)cc12
 : 7 | -6
- CCCN(C)C(=O)CCC1CCN(c2cc(NCC)ncn2)CC1
 : 6 | -4
- O=C(O)c1cnn2c1NC(c1cccs1)CC2C(F)(F)F (stereo unspecified)
 : -6 | 0
- CC(=O)Nc1ccc(C(=O)N2CCC(c3nc(C(=O)N4CCCC4)c(C)o3)CC2)cc1
 : 12 | -4
- Cc1nc2ccccc2nc(C)c1=NOCc1ccc(Cl)cc1Cl
 : -16 | -6
- COc1ccc(/C=c2\sc3n(c2=O)CN(c2ccc(C)cc2)CN=3)cc1OC
 : 1 | -3
- COc1cc(-c2nnc3n2C(C)(C)Cc2ccccc2-3)cc(OC)c1OC
 : 2 | -1
- O=C(CSc1nc2ccccc2c(=O)[nH]1)c1cc2ccccc2o1
 : nt | -28

Next section.
The line under a structure holds: mHTT-CaM PPI inh | Pf apPOL inh
- CCc1nc(-c2ccccc2)n2cc[nH]c(=O)c12
 : 4 | 4
- O=C(c1cccc(-c2nc(-c3ccc(F)cc3)no2)c1)N1CCOCC1
 : -18 | 1
- CCOc1cc(/C=C2\C(=O)NN(c3ccccc3)C2=O)ccc1OCc1ccccc1C#N
 : 5 | 6
- COc1ccc2nc(N3CCC(C(=O)NCCCN(C)C4CCCCC4)CC3)sc2c1
 : 5 | -6
- Cc1ccc(C)c(N2CCC(C(=O)N(C)Cc3ccccc3)C2=O)c1 (stereo unspecified)
 : 10 | -4
- COc1ccccc1/C=C/C(=O)c1ccc(NC(=O)c2ccco2)cc1
 : 14 | -3
- Clc1ccccc1C1CC(c2ccccc2)Nc2nnnn21 (stereo unspecified)
 : -7 | 3
- Cc1ccc(N2CC(C(=O)NCCc3ccc(Cl)cc3)CC2=O)cc1 (stereo unspecified)
 : -15 | 0
- CN(C)c1ccc(C=C2C(=O)OC(C)(C(C)(C)C)OC2=O)cc1 (stereo unspecified)
 : 2 | 12
- O=C(CSc1nc2[nH]ncc2c(=O)n1-c1ccc(Cl)cc1Cl)NCc1ccccc1
 : 4 | -5
- CCC(Cc1ccccc1)NC(C)=O (stereo unspecified)
 : -2 | -6
- OC(COCCC12CC3CC(CC(C3)C1)C2)CN1CCOCC1 (stereo unspecified)
 : 21&20&9 | -6&1&-9
- Cc1ccccc1CN1C(=O)N(c2cccc(F)c2)c2ncccc2S1(=O)=O
 : -1 | -2
- COc1ccc(CSc2nc3c(c(=O)n(C)c(=O)n3C)n2C)cc1[N+](=O)[O-]
 : -1 | -37
- O=C(c1cc(F)ccc1F)N1CCN(c2nc(CN3CCCC3)cs2)CC1
 : 20 | 3
- COc1ccc2ncc(-c3ccc(Cl)c(C)c3)nc2c1
 : nt | 0
- CCc1ccccc1NC(=O)c1cc(S(=O)(=O)N2CCc3ccccc32)ccc1F
 : -4 | 0
- O=C(CS(=O)(=O)c1cn(Cc2ccc(F)cc2)c2ccccc12)Nc1ccc(F)cc1
 : 6 | 1
- COc1ccccc1-n1nc(C(=O)N2CCCc3ccccc32)c2ccccc2c1=O
 : 14 | -6
- Cc1ccc(C2Cn3nnc(C(=O)N4CCC(C(=O)NC(C)C)CC4)c3CO2)cc1 (stereo unspecified)
 : -1 | -2
- N#CC1(C(=O)Nc2ccc(F)c(F)c2)CC1
 : -3 | -5
- Cc1c(S(=O)(=O)N2CCC(Cc3ccccc3)CC2)c(=O)n(C)c(=O)n1C
 : -11 | -6
- O=C(c1ccc(F)cc1)N1CCC(CCNS(=O)(=O)c2ccccc2Cl)CC1
 : 39 | 6
- Cc1cc[n+](Cc2ccccn2)c(N)c1
 : -2 | nt
- Cc1ccc2c(Cl)c(C(=O)Nc3ccc(N(C)C)cc3)sc2c1
 : 9 | -3
- COc1ccc(Oc2ccc([N+](=O)[O-])cc2C2=NC(=CN(C)C)C(=O)O2)cc1
 : nt | -6
- O=C(c1ccccc1)N(C(=O)c1ccccc1)c1ccccn1
 : -9 | 3
- O=C(C1CCCCC1)N1CCC(CCOCc2ccccc2)CC1
 : -8 | -4
- O=C(NCC(F)(F)F)C1CCN(C(=O)c2ccc(=O)[nH]c2)CC1
 : -11 | 0
- COc1ccc2c(c1)OC(=Cc1ccccc1OC)C2=O
 : -2 | -6
- CCCc1nnsc1C(=O)NCC(C)(O)c1ccco1 (stereo unspecified)
 : -22 | 4
- CC1CCCN(C(=O)NC2(C(F)(F)F)Oc3ccccc3O2)C1 (stereo unspecified)
 : 0 | -5
- COc1ccc(C2C(C#N)=C(N)N(c3ncn[nH]3)C3=C2C(=O)CC(C)(C)C3)cc1 (stereo unspecified)
 : -4 | -2
- N#Cc1ccc(-c2cccnc2)nc1SCC(=O)c1ccc(Cl)cc1
 : -20 | -4
- Cc1onc(-c2c(Cl)cccc2Cl)c1C(=O)Nc1ccc(Cl)cn1
 : -11 | 8
- COc1cccc(OCCOc2ccc(Cl)cc2/C=C2\C(=O)NN(c3ccccc3)C2=O)c1
 : 10 | -12
- COC(=O)c1cc(S(=O)(=O)N2CCC(CN3CCc4ccccc4C3)CC2)cn1C
 : 5 | -3
- O=C(Nc1cccc(NC(=O)c2ccccc2[N+](=O)[O-])c1)c1cccs1
 : 10 | -12
- Cc1cccc(S(=O)(=O)N2CCCC(C)(C(=O)NCc3ccc(F)cc3)C2)c1 (stereo unspecified)
 : 37 | 1
- O=C(CSCCCN1CCN(c2cccc(Cl)c2)CC1)NNC(=O)Nc1ccc(Cl)cc1
 : nt | 2
- Cc1c(C(=O)N2CCN(c3ccc(F)cc3)CC2)sc2nc(-c3ccccc3)cn12
 : 0 | -2
- O=C(COc1nsnc1N1CCOCC1)Nc1ccc(F)cc1
 : 0 | -8
- COCCN1CCC(CNC(=O)COc2ccc(Cl)cc2)CC1
 : -8 | -6
- CC1=C(C(=O)Nc2cccc(C(F)(F)F)c2)C(c2ccccc2Cl)C2=C(CCCC2=O)N1 (stereo unspecified)
 : 10 | -1
- COc1cc2c(cc1NC(=O)Cc1ccccc1[N+](=O)[O-])oc1ccccc12
 : 13 | -2
- O=C1S/C(=C\c2ccc(I)o2)C(=O)N1c1cccc(Cl)c1
 : 11 | -7
- CNC(=O)Nc1ccc(C2(C(=O)NC(C)C)CCC2)cc1
 : 0 | -1
- N#Cc1ccc(C2C=C(c3ccccc3)Oc3[nH]c(=O)[nH]c(=O)c32)cc1 (stereo unspecified)
 : 12 | -4
- O=C1CC(N2CCCCC2)C(=O)N1c1ccc(Cl)c(F)c1 (stereo unspecified)
 : 4 | -6
- C=CCn1c(Sc2ncc(C#N)c(N)n2)nnc1-c1cccs1
 : nt | -3
- CCCCCCSC1=C(C#N)C2(CCC(C)CC2)C(C#N)C(=O)N1 (stereo unspecified)
 : -6&-8 | 5&0
- COc1ccc(NC(=O)C(=O)NCc2cccnc2)cc1Cl
 : 3 | 0
- CN1C(=O)C(CC(=O)NCC2CCCCC2)Sc2ncccc21 (stereo unspecified)
 : -1 | 6
- O=C(Cn1cnc2ccccc2c1=O)N1CCN(Cc2ccccc2)CC1
 : 0 | -4
